TcdB GH inh = blocks C. difficile toxin B glycohydrolase activity. P18177. TcdB glycohydrolase enzymatic assay, plate reader. inhibition, % at 9.99 µM. 350,000 compounds, 0.24% hits; in the data active = inhibition above about 10%
Target sequence (P18177 whole entry, looked up): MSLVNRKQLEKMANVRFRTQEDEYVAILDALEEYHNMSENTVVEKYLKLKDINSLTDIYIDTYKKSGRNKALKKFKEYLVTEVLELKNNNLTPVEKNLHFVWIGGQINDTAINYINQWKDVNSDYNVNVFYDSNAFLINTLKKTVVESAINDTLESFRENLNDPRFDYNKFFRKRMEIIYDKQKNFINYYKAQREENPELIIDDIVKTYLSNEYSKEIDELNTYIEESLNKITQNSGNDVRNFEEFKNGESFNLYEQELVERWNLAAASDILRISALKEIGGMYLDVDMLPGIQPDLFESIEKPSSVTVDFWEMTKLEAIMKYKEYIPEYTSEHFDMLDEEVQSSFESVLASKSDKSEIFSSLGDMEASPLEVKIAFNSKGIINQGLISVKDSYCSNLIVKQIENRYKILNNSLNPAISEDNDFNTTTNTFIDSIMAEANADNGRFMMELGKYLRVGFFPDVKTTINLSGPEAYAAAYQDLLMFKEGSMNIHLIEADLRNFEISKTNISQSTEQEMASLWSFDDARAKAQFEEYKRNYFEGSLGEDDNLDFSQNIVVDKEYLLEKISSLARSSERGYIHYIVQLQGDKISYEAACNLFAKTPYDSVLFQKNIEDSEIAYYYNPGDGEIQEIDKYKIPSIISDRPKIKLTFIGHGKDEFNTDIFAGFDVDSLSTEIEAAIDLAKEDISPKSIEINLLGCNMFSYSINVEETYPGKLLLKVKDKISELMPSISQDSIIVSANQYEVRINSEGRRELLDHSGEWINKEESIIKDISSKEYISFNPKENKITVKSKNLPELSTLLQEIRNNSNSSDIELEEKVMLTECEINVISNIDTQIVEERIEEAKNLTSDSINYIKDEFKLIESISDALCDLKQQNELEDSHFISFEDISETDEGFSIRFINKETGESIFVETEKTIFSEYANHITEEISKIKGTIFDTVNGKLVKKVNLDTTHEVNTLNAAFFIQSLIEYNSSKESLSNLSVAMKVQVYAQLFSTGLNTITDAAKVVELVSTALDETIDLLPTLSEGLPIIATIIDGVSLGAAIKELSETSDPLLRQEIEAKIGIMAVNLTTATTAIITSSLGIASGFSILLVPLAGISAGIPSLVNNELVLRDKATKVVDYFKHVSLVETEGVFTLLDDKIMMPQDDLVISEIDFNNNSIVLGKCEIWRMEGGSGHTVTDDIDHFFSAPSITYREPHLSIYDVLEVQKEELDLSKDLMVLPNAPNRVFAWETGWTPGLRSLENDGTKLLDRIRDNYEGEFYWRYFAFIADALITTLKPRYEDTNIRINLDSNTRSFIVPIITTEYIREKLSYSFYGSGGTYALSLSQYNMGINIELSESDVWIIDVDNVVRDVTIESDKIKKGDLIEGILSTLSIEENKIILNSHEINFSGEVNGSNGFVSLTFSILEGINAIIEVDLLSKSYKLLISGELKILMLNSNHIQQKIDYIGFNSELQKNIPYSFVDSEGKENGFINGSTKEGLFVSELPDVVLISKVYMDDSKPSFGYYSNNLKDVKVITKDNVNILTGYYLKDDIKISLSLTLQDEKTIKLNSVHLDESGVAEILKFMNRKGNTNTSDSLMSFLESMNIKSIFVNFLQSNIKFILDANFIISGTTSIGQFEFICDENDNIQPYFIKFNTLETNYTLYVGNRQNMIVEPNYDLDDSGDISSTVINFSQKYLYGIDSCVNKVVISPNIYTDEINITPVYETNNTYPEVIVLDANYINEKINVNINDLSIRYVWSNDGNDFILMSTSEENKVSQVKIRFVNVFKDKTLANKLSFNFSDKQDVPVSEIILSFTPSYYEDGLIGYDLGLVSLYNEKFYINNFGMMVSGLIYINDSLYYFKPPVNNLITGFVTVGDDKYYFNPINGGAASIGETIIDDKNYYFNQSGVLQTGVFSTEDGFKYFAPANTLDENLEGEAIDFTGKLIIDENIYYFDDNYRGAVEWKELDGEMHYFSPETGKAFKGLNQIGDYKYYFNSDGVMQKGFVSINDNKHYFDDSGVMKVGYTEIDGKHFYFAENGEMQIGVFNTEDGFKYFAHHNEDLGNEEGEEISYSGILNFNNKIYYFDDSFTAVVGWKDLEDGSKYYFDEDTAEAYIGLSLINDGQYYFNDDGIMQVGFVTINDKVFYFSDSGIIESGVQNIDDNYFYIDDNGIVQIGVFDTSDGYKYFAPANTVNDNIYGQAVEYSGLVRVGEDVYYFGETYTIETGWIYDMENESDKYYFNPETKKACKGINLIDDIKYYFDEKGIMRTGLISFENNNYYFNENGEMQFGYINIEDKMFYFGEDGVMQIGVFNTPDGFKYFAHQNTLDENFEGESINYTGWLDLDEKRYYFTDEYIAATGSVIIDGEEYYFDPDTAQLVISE
PrPC TRFRET = cell surface PrPC inhibition, primary TR-FRET screen; 370,000 compounds, 0.43% hits; P04156; inhibition, % at 13.8 µM; TR-FRET read-out; in the data active = inhibition above about 24%; also: 0% = median of the test wells and 100% = reference compound wells
The depositor's hits bear a star; & = joins results of further samples.

1	COC(=O)[C@@]12C[C@@H](CC(=O)NCc3ccc(C)o3)C(=O)N(Cc3ccc4c(c3)OCO4)C1=CCC(C)(C)C2
2	C#CCN(Cc1ccco1)C(=O)c1nnc2c3ccccc3n(S(=O)(=O)c3ccccc3)c2n1
3	Cc1nn(-c2ccccc2)nc1C(=O)Nc1ccccc1C(=O)NCC1CC1
4	CC(C)C[C@@H]1COc2cc(NCCO)ccc2S(=O)(=O)N1
5	S=C1NC2(CCCCCC2)NN1c1ccccc1
6	Cc1[nH]nc2c1C(c1ccc(Br)cc1)N(Cc1ccccc1)C2=O (configuration not stated)
7	Oc1cccc(N2CCN(c3cccc(O)c3)CC2)c1
8	O=C(NC1CCCC1)C(c1ccco1)N1CCC(O)(c2ccc(Cl)cc2)CC1 (configuration not stated)
9	COC(=O)c1cc2c(c3c4ccccc4n(S(=O)(=O)c4cccc(C)c4)c13)C(=O)N(Cc1ccc(N(C)C)cc1)C2
10	O=C(Cc1c[nH]c2ccccc12)Nc1ccc(Nc2cccnc2)c(Br)c1
entry no.	1	2	3	4	5	6	7	8	9	10
TcdB GH inh	1.0	0.2	0.0	0.8	-3.2	-0.5	0.7	-0.2	1.0	1.2
PrPC TRFRET	1	5	-7	1	9	-4	-4	-5	8	5

11	CCCCCCCCN1C(=O)[C@@H](CC(=O)N2CCCC2)C[C@@]2(C(=O)OC)C1=C[C@H](C(C)(C)C)O[C@@H]2C
12	C[C@H]1CN(S(=O)(=O)C(C)(C)C)[C@H](CCO)/C1=C\CCO
13	Cc1cccc(C)c1NC(=O)C(c1cc2ccccc2o1)N1CCN(C)CC1 (configuration not stated)
14	CC(C)CC1NC(=O)c2ccc(Cl)cc2-n2c1nc1cc(F)ccc1c2=O (configuration not stated)
15	O=C1NC(Cc2ccccc2)c2nc3ccc(Cl)cc3c(=O)n2-c2ccc(Cl)cc21 (configuration not stated)
16	COC(=O)[C@@]12C[C@@H](CC(=O)N3CCC(c4ccccc4)CC3)C(=O)N(Cc3ccco3)C1=CCC(C)(C)C2
17	COc1ccc(CN2C(=O)CSCC2(C)C(=O)Nc2ccc3c(c2)OCCO3)cc1 (configuration not stated)
18	COc1ccc(C(=O)NCC2CCN(C(=O)C(=O)c3cccs3)CC2)c(OC)c1
19	CCC(CC)CN1CCC(CN2C(=S)NC[C@@H]2Cc2ccccc2)CC1
20	NC(=O)c1ncn([C@@H]2O[C@H](C(=O)N[C@H](Cc3c[nH]c4ccccc34)C(=O)N3CCN(C(=O)N4CCCCC4)CC3)[C@@H](O)[C@H]2O)n1
entry no.	11	12	13	14	15	16	17	18	19	20
TcdB GH inh	1.1	-1.0	0.7	-11	0.8	2.4	1.0	-0.2	0.7	-0.1
PrPC TRFRET	6	7	-8	13	6	-6	-2	-2	-6	-5

21	Cc1cccc(C)c1NC(=O)C(c1ccccc1)n1c(=O)c(-c2ccco2)nc2ccccc21 (configuration not stated)
22	CC(c1nc2ccccc2[nH]1)n1c(=O)c(-c2ccco2)nc2ccccc21 (configuration not stated)
23	O=C(CCc1c[nH]c2ccccc12)Nc1ccc(Nc2ccccc2)cc1
24	C[C@@H]1CN([C@@H](C)CO)C(=O)CCCn2cc(nn2)CO[C@H]1CN(C)C(=O)C1CCCCC1
25	Nc1ccn([C@@H]2O[C@H](C(=O)N[C@H](Cc3ccccc3)C(=O)N3CCN(CC(=O)N4CCCC4)CC3)[C@@H](O)[C@H]2O)c(=O)n1
26	CCOC(=O)C1=C(C(=O)OCC)C2N(Cc3ccc(C#N)cc3)c3ccccc3[C@@]23C[C@@H](C(=O)OC)N(S(=O)(=O)c2ccccc2C)C3=N1 (some centres not stated)
27	Cc1ccccc1CN1C(=O)CN(S(C)(=O)=O)CC1(C)C(=O)NCc1ccccc1 (configuration not stated)
28	Cc1ccc(-c2c(N)nc3ncccn23)cc1
29	O=C(N[C@H](C(=O)N1CCC[C@H]1C(=O)NC1CCCC1)C1CCCCC1)c1ccccn1
30	Cc1ccc(N2CCN(C(=O)C(=O)c3cccc(Br)c3)CC2)cc1
entry no.	21	22	23	24	25	26	27	28	29	30
TcdB GH inh	0.5	0.1	0.8	-0.4&0.6	0.1	2.7	0.8	1.8	1.1	-0.5
PrPC TRFRET	0	-5	-10	-1	-3	-6	25*	-3	-6	0

Compound profiles, as listed above. Screens in order: TcdB GH inh, PrPC TRFRET
Record of C#CCN(Cc1ccco1)C(=O)c1nnc2c3ccccc3n(S(=O)(=O)c3ccccc3)c2n1 : 0.2, 5
Record of O=C(CCc1c[nH]c2ccccc12)Nc1ccc(Nc2ccccc2)cc1 : 0.8, -10
Record of Cc1cccc(C)c1NC(=O)C(c1cc2ccccc2o1)N1CCN(C)CC1 (configuration not stated) : 0.7, -8
Record of Cc1ccc(-c2c(N)nc3ncccn23)cc1 : 1.8, -3
Record of O=C(NC1CCCC1)C(c1ccco1)N1CCC(O)(c2ccc(Cl)cc2)CC1 (configuration not stated) : -0.2, -5

Further results follow:
31	COC(=O)C[C@@H]1C=C[C@@H](NC(=O)NC2CCCC2)[C@@H](CO)O1
32	CC(C)C[C@H](NC(=O)C1CC1)C(=O)N1CCC[C@H]1C(=O)NCc1ccccc1
33	COC(=O)c1cc2c(c3c4cc(F)ccc4n(C(=O)c4ccccc4)c13)C(=O)N(Cc1ccco1)C2
34	COC(=O)C1=C(C)N(Cc2ccccc2C(F)(F)F)C(=NCc2ccccc2)NC1c1ccc(F)cc1 (configuration not stated)
35	O=S(=O)(c1ccccc1)N1CCCc2nc(-c3ccc(Br)cc3)ccc21
36	O=C(CSC1CCc2ccccc21)NNC(=O)Nc1ccc(Cl)cc1 (configuration not stated)
37	Cc1ccc(C)c(N2CCN(C(C(=O)NC3CCCC3)C(C)C)CC2)c1 (configuration not stated)
38	CN(C)CCCNC(=O)c1c(N)[nH]c(C(=O)c2ccc(Br)cc2)c1-c1ccc(Br)cc1
39	CCOC(=O)C[C@@H]1OC[C@H](C(C)C)N1S(=O)(=O)c1ccc(C)cc1
40	Cc1cccc2nc(-c3ccccc3)c(-c3ccc(CN4CCC(n5cc(-c6ccccc6)[nH]c5=O)CC4)cc3)nc12
entry no.	31	32	33	34	35	36	37	38	39	40
TcdB GH inh	0.3	1.6	0.3	2.2	1.0	0.3	1.4	1.3	2.1	1.6
PrPC TRFRET	4	-2	8	-2	-2	8	-9	-11	5	13

41	OC(c1ccccc1)(c1ccccc1)C1CCN(CCCOc2cccc(F)c2)CC1
42	Nc1cc(=O)n(Cc2ccccc2)c(N)c1C(=O)NCc1ccccc1
43	CC1(C(=O)NCc2ccccc2)CN(S(C)(=O)=O)CC(=O)N1CCc1ccccc1 (configuration not stated)
44	O=C(C[C@H]1C=C[C@H](NC(=O)Nc2ccccc2F)[C@@H](CO)O1)NCc1ccc(-c2ccccc2)cc1
45	COc1ccc(Nc2nnc(-c3ccc4c(c3)OCO4)o2)cc1
46	Cc1ccc(C2c3c(n[nH]c3C(C)C)C(=O)N2c2ccccc2)cc1 (configuration not stated)
47	Cc1cccc(C)c1N1C(=O)c2ccccc2NC(=O)C1C(=O)NCCc1ccccc1F (configuration not stated)
48	O=C(NCC1CCN(C(=O)C(=O)c2cc3ccccc3o2)CC1)c1ccc2c(c1)OCCCO2
49	CC(C)(C)S(=O)(=O)N1C[C@H]2CC(=O)C=C2[C@@H]1CCO
50	C[C@H](c1ccccc1)N1C[C@@H](COCc2ccccc2)Oc2cccc(F)c2S1(=O)=O
entry no.	41	42	43	44	45	46	47	48	49	50
TcdB GH inh	-0.1	-0.8	2.2	0.9&0.3	-0.8	0.3	-0.5	0.7	1.4	1.0
PrPC TRFRET	-16	-1	3	-4	7	6	6	-15	-8	8

51	COc1cc(OC)c(NC(=O)NNC(=O)C(=O)NC2CC2)cc1Cl
52	CCCCOCCCNC(=O)C[C@@H]1C[C@@]2(C(=O)OCC)CCCC=C2N(CCC2=CCCCC2)C1=O
53	C[C@@H]1COc2cc(NCCO)ccc2S(=O)(=O)N1
54	COC(=O)C1=C(C)N(Cc2cccc(C(F)(F)F)c2)C(=NCc2ccc(OC)cc2)NC1c1ccc(F)cc1 (configuration not stated)
55	O=S1(=O)c2cc(Cl)ccc2N2CCC[C@@H]2CN1Cc1ccc(Cl)c(Cl)c1
56	NC(Cc1ccc(O)cc1)C(=O)NN=Cc1ccccc1O (configuration not stated)
57	CC(=O)N1C[C@@H](CO)[C@@H](N(C)C(=O)Nc2cccc3ccccc23)C[C@H]1c1ccccc1
58	COC(=O)[C@@]12C[C@@H](CC(=O)NCC3CCCCC3)C(=O)N(Cc3ccc4c(c3)OCO4)C1=CCC(C)(C)C2
59	CC(C)(C)NC(=O)C1C(c2ccc(C(F)(F)F)cc2)=Nc2ccccc2N1C(=O)c1cccc(C(F)(F)F)c1 (configuration not stated)
60	COC(=O)[C@]12C[C@H](CC(=O)NCc3cccc(C(F)(F)F)c3)C(=O)N(Cc3ccccc3)C1=C[C@H](C(C)C)O[C@@H]2C1CC1
entry no.	51	52	53	54	55	56	57	58	59	60
TcdB GH inh	-0.1	2.6	-1.3	1.7	0.6	1.3	1.3	-1.7	1.3	1.1
PrPC TRFRET	-1	4	0	-12	-2	5	15	7	-6	1

61	COC(=O)[C@@]12C[C@@H](CC(=O)NCc3cccc4ccccc34)C(=O)N(CCc3ccc(OC)c(OC)c3)C1=CCC(C)(C)C2
62	COC(=O)[C@@]12C[C@@H](CC(=O)N3CCN(C(=O)C4CC4)CC3)C(=O)N(CCc3ccc(OC)c(OC)c3)C1=CCC(C)(C)C2
63	CC(C)=CCCC(C)c1cc(C(=O)NCCc2ccc(O)cc2)c(N)s1 (configuration not stated)
64	CC1=C(c2ccccc2)C(=O)C(C)(C)CC1=O
65	N#Cc1ccc(C23CC4(C2)[C@H](CN(Cc2ccc(C(F)(F)F)cc2)[C@@H]4c2ccccc2)C3c2ccc(Cl)nc2)cc1 (some centres not stated)
66	COC(=O)[C@@]12C[C@@H](CC(=O)NCC3CCCCC3)C(=O)N(Cc3ccccc3)C1=CCC(C)(C)C2
67	CCOC(=O)C1=CCN(S(=O)(=O)c2ccc(Cl)cc2)C1c1cccc(Cl)c1 (configuration not stated)
68	CN1CCCCC(NC(=O)c2ccc3ccccc3c2)C1=O (configuration not stated)
69	COc1ccccc1N1CCN(C(=O)C(=O)c2cccc([N+](=O)[O-])c2)CC1
70	C#CCNC(=O)C[C@H]1C[C@@]2(C(=O)OC)C(=C[C@H](C(C)(C)C)O[C@@H]2C)N(CCc2ccc(OC)c(OC)c2)C1=O
entry no.	61	62	63	64	65	66	67	68	69	70
TcdB GH inh	2.3	2.1	3.6	0.6	-0.5	3.5	0.3	1.5	0.4	1.5
PrPC TRFRET	-6	8	9	1	-12	-1	7	-3	-11	-4

An excerpt of these results, with values under each structure.
Screens in order – TcdB GH inh	PrPC TRFRET
33) COC(=O)c1cc2c(c3c4cc(F)ccc4n(C(=O)c4ccccc4)c13)C(=O)N(Cc1ccco1)C2
 : 0.3	8
34) COC(=O)C1=C(C)N(Cc2ccccc2C(F)(F)F)C(=NCc2ccccc2)NC1c1ccc(F)cc1 (configuration not stated)
 : 2.2	-2

Next results:
71	C=CCN1C[C@H](COC(=O)c2cccc(C)c2)Oc2cccc(F)c2S1(=O)=O
72	CC1(C)OC(=O)C2=C(CC(CCc3ccccc3)OC2c2cccc(C(F)(F)F)c2)O1 (configuration not stated)
73	NC(=O)c1c(N)[nH]c(C(=O)c2ccccc2)c1-c1ccc(Cl)cc1Cl
74	COC(=O)c1ccc2nc(-c3ccc(OC)c(OC)c3)c(Cc3ccccc3C(F)(F)F)n2c1
75	COC(=O)[C@@]12C[C@@H](CC(=O)NCCC(C)C)C(=O)N(Cc3ccc4c(c3)OCO4)C1=CCC(C)(C)C2
76	Cc1cc2c(nc1C)CCCN2C
77	Cc1cnc(-c2nc3ccccc3n2C(C(=O)NC(C)(C)C)c2ccccc2)cn1 (configuration not stated)
78	COC(=O)C[C@H]1CC[C@H](NS(=O)(=O)c2cn(C)cn2)[C@@H](CO)O1
79	CCC(C)NC1(c2ccccc2)CCCCC1 (configuration not stated)
80	O=C1NC(Cc2ccc(O)cc2)c2nc3ccc(Cl)cc3c(=O)n2-c2cc(Cl)ccc21 (configuration not stated)
entry no.	71	72	73	74	75	76	77	78	79	80
TcdB GH inh	1.2	-0.2	0.9	0.0	-0.1	0.4	0.3	-0.1	0.1	0.7
PrPC TRFRET	5	5	-10	1	13	-10	-6	-9	5	1

81	COCC(=O)NCC1CCN(C(=O)C(=O)c2cccs2)CC1
82	CCCCc1c(-c2ccccc2OC)ncn1Cc1ccccc1F
83	COc1cccc(-c2c(-c3ccccc3OC)ncn2Cc2cccc(-c3ccccc3)c2)c1
84	CCOC(=O)CNC(=O)N1Cc2cc(Br)ccc2-n2nncc2C1
entry no.	81	82	83	84
TcdB GH inh	1.2	-1.5	0.2	1.1
PrPC TRFRET	8	13	2	-1

Source: PubChem (several laboratories)

A portion of the library; the hit share may differ from the screen's.
